Sm TGR inh: inhibitors of Schistosoma mansoni thioredoxin glutathione reductase. Q962Y6. purified TGR, DTNB reduction, TNB absorbance 405 nm. Potency, µM (top dose mostly 114 µM), inactives show at the highest dose activity change, negative = inhibition, actives largely listed as inhibitors. actives 3% (n = 360,000). AID 485364; further: potency means the concentration at half of the fitted maximal effect; nearly all actives have a fitted effect of over 60% in size
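First, TGR (20 nM dispensed) and NADPH were mixed with compound. Second, a 15 min room-temperature incubation followed. Third, further NADPH and then DTNB were added to start the reaction. Finally, TNB absorbance was monitored kinetically.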
AmpC inh no detg: inhibitors of E. coli AmpC beta-lactamase without detergent | P00811 | AmpC nitrocefin hydrolysis, absorbance 480 nm, 0.0001% Triton | Potency, µM (doses to about 57.1 µM), for inactives: at the top dose activity change, negative = inhibition, most hits filed as inhibitors | actives 0.52% (n = 330,000) | AID 485341;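 further: potency means the concentration at half of the fitted maximal effect; plate controls were no compound for no effect and no enzyme for full effect; nearly all actives have a fitted effect of over 20% in size; some results filed as inactive show a strong effect at the top dose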
Target sequence (P00811 whole entry, looked up): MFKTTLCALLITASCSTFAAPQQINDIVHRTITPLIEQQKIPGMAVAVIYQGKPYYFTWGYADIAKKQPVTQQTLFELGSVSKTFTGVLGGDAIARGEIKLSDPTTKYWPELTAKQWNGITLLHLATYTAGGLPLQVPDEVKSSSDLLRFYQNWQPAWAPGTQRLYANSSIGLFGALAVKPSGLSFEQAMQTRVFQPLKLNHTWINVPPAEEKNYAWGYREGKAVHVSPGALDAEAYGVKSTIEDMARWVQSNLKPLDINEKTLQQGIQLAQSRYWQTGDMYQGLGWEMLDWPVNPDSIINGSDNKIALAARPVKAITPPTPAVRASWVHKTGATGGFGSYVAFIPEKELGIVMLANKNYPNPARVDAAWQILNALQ
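20 mM phosphate pH 7.0 + 0.01% (detergent screen) or 0.0001% Triton X-100; 5.3 nM AmpC reagent; cpd preinc 15 min RT; nitrocefin (800 uM stock) to start; A480 q20 s × 4 min; Activity was normalised to no-enzyme and no-compound control wells.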
FBPA Giardia inh: blocks Giardia fructose-bisphosphate aldolase activity | purified Giardia FBPA | actives 0.71% (n = 290,000) | Potency, µM (doses to about 59.6 µM), without a hit: at the highest dose activity, negative = inhibition, actives largely listed as inhibitors; further: potency means the concentration at half of the fitted maximal effect; nearly all actives have a fitted effect of over 55% in size
Target sequence (A8B2U2 whole entry, looked up): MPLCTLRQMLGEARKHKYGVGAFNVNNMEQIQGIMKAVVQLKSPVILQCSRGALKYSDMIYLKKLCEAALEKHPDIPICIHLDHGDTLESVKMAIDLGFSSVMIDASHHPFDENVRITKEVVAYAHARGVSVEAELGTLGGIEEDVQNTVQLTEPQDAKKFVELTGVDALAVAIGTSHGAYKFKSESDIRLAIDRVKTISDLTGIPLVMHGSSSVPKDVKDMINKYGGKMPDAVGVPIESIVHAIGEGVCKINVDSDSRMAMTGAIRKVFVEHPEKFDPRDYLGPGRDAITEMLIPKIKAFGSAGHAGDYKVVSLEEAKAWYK
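Giardia FBPA (40 nM reagent) was preincubated 10 min at RT with compound (up to 57.5 uM final), then substrate plus GAPDH/TPI/NAD/arsenate coupling system with diaphorase/resazurin was added; resorufin fluorescence (525/598 nm) was read after 20 min.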
AmpC inh detg: inhibitors of E. coli AmpC beta-lactamase with detergent; AmpC hydrolysis of nitrocefin, absorbance 480 nm, 0.01% Triton; AID 485294; P00811; actives 0.041% (n = 370,000); Potency, µM (highest dose often 114 µM), without a hit: at the top dose activity change, negative = inhibition, most hits filed as inhibitors;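 further: potency means the concentration at half of the fitted maximal effect; 0% = no-compound wells and -100% = no-enzyme wells; nearly all actives have a fitted effect of over 25% in size; some results filed as inactive show a strong effect at the top dose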
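AmpC (5.3 nM in the dispensed reagent) in 20 mM phosphate pH 7.0 with 0.01% (detergent screen) or 0.0001% Triton X-100 was preincubated with compounds for 15 min at room temperature. Nitrocefin was then added from an 800 uM solution, and hydrolysis was followed at 480 nm.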
HCV inh: inhibitors of hepatitis C virus infection; Huh7.5.1 HCVcc-Cre infection, luciferase reporter, 44 h; Potency, µM (doses to about 41.8 µM), for inactives: at the highest dose activity change, negative = inhibition, usual class: inhibitors; actives 3.4% (n = 340,000); further: potency means the concentration at half of the fitted maximal effect
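After 44 h co-culture of compound, cells and HCVcc-Cre (~0.5 moi), substrate is added for 15 min at room temperature and luciferase measured over 15 sec. Cells were seeded at 1,000/well and pre-cultured 4 h.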
HCMV antiviral: human cytomegalovirus inhibition. HFF cells, HCMV-luciferase reporter, 72 h; hits give low values. activity change, negative = inhibition, % at 57.5 µM. actives 4.5% (n = 410,000). AID 1259415; in the data active means activity change below about -60%; inconclusive means no clear call, values can overlap the other calls; inactive means above about -39%
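Luciferase read-out from HCMV-luciferase-infected HFFs (MOI 1 PFU/cell) 72 h post infection at 37C; compounds added after 16 h cell attachment; activity normalized between buffer-only basal and Salinomycin (10uM) inhibitor controls.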
* hit, by the source's call; u = inconclusive; x = no result given; & = joins results of further samples; [ ] = remark or other dose. Unless noted, the call rests on the fitted dose curve; in most records, active means well fitted curve in the direction sought with a large enough effect; inconclusive means small, poorly fitted or top-dose-only effect, or another doubt; inactive means no such curve, though single readings can be large; an effect the other way counts as inactive or inconclusive. Unless noted, on the % scale 0 is the no-effect control and ±100 the full control effect.

SMILES | Sm TGR inh | AmpC inh no detg | FBPA Giardia inh | AmpC inh detg | HCV inh | HCMV antiviral
COc1ccc([N+](=O)[O-])cc1NC(=O)C(C)N1CCN(C(=O)c2ccco2)CC1 (configuration not stated) | u | -14% | 3% | 4% | 5% | -26
CC1=C(C(=O)OCC2CCCCC2)C(c2c(F)cccc2Cl)CC(=O)N1 (configuration not stated) | 6% | x | x | 9% | x | u
Cc1ccc(NC(=O)N2CCc3ccccc3C2)cc1 | 0% | -25% | -17% | 3% | x | 108
CC(O)Cn1c(N2CCCC2)nc2c1c(=O)[nH]c(=O)n2C (configuration not stated) | 1% | -4% | 2% | -17% | 17% | -19
COc1cc(S(=O)(=O)N2CCN(C(=O)c3ccccc3F)CC2)c(OC)cc1NC(C)=O | -13% | 1% | 3% | -10% | 18% | 1
O=C(c1cc2ccccc2cc1O)N1CCN(c2ccc([N+](=O)[O-])cc2)CC1 | 1% | u | x | u | u | 3
Nc1nnc(SCC(=O)NCCOc2ccccc2)s1 | -1% | -2% | 4% | 0% | 27% | 29
CC(=O)N1CCSc2ccc(S(=O)(=O)Nc3ccc(C)cc3)cc21 | 67%[activator] | -14% | x | 0% | u | -33
COc1ccc(C(=O)NCCc2ccc(Cl)cc2)cc1S(=O)(=O)N1CCCCC1C (configuration not stated) | -6% | 9% | x | -11% | 8.9µM* | u
CC(C)C(NC(=O)c1ccccc1NC(=O)c1ccco1)C(=O)O (configuration not stated) | 1% | -6% | 5% | 3% | 3% | 5
CCc1ccc(NC(=O)CSC2=Nc3ccccc3C3=NC(CC(=O)NCc4cccs4)C(=O)N23)cc1 (configuration not stated) | 4% | x | x | 0% | x | -4
c1ccc(CN(Cc2ccccc2)c2ncnc3c2nnn3Cc2ccccc2)cc1 | 11% | -16% | -2% | -9% | 12% | 6

Molecules listed so far that contain a Cl atom, in the order listed:
SMILES | Sm TGR inh | AmpC inh no detg | FBPA Giardia inh | AmpC inh detg | HCV inh | HCMV antiviral
CC1=C(C(=O)OCC2CCCCC2)C(c2c(F)cccc2Cl)CC(=O)N1 (configuration not stated) | 6% | x | x | 9% | x | u
COc1ccc(C(=O)NCCc2ccc(Cl)cc2)cc1S(=O)(=O)N1CCCCC1C (configuration not stated) | -6% | 9% | x | -11% | 8.9µM* | u

(list continues)
SMILES | Sm TGR inh | AmpC inh no detg | FBPA Giardia inh | AmpC inh detg | HCV inh | HCMV antiviral
CCOC(=O)c1c(-c2ccccc2)cn2c(C)cc(C)nc12 | -7% | 15% | -1% | -7% | 4% | -31
CCOC(=O)C1CCN(C(=O)c2cccc(S(=O)(=O)N3CCc4ccccc43)c2)CC1 | 1% | 142%[activator] | x | u | -15% | -27
CC1CCCC(C)N1NC(=O)c1cccc(S(=O)(=O)N2CCc3ccccc32)c1 (configuration not stated) | 14% | -14% | 3% | 0% | 6% | -31
COc1cccc(NC(=O)Cn2c(=O)n(-c3cccc(OC)c3)c(=O)c3sc4ccccc4c32)c1 | -8% | x | x | -9% | x | -29
O=C(c1ccc2c(c1)OCO2)N1CCCC1 | 3% | 14% | 5% | 0% | u | 9
CC1(C)CC(=O)c2c(-c3cccs3)n[nH]c2C1 | -1% | -30% | 4% | 0% | -2% | u
COc1ccc(NC(=O)c2sc3nc(N4CCOCC4)c4c(c3c2N)CC(C)(C)OC4)c(OC)c1 | 1% | -5% | x | -5% | -25% | -1
Cc1[nH]nc2c1C(c1c[nH]c3ccccc13)C(C#N)=C(N)O2 (configuration not stated) | -27% | -20% | -6% | -1% | 18% | 6
O=C(OC[C@@H]1CCCN2CCCC[C@H]12)c1cc2ccccc2oc1=O | 2% | -25% | -8% | -10% | 26% | -7
COc1ccc(CCNC(=O)c2ccc(-n3c(C)cc4c3CCC(C)C4)cc2)cc1OC (configuration not stated) | -33% | x | x | 23% | x | u
COc1ccc(S(=O)(=O)NC(CC(=O)NCc2ccco2)C(C)C)cc1 (configuration not stated) | -17% | -8% | -1% | -10% | 6% | 27
O=C(c1ccc([N+](=O)[O-])o1)N1CCN(c2nc3c(F)cc(F)cc3s2)CC1 | -26% | -17% | x | 0% | 0.56µM* | 2

In a second layout: entries from further up.
O=C(OC[C@@H]1CCCN2CCCC[C@H]12)c1cc2ccccc2oc1=O
- Sm TGR inh: 2%
- AmpC inh no detg: -25%
- FBPA Giardia inh: -8%
- AmpC inh detg: -10%
- HCV inh: 26%
- HCMV antiviral: -7

COc1ccc(CCNC(=O)c2ccc(-n3c(C)cc4c3CCC(C)C4)cc2)cc1OC (configuration not stated)
- Sm TGR inh: -33%
- AmpC inh no detg: x
- FBPA Giardia inh: x
- AmpC inh detg: 23%
- HCV inh: x
- HCMV antiviral: u

Other records
SMILES | Sm TGR inh | AmpC inh no detg | FBPA Giardia inh | AmpC inh detg | HCV inh | HCMV antiviral
CCOC(=O)c1c(C)[nH]c(C(=O)OCc2ccc([N+](=O)[O-])cc2)c1C | -7% | -39% | x | 0% | u | 22
O=C(NCCNC(=O)c1ccc(-c2ccc(Cl)c(Cl)c2)o1)c1cnccn1 | -28% | 157%[activator] | x | u | u | 4
CCCCc1ccc(NC(=S)NCCc2ccc(F)cc2)cc1 | 10% | -41% | -18% | 0% | -19% | 2
CCOc1ncccc1C(=O)N1CCN(c2cccc(C)c2C)CC1 | -2% | 109%[activator] | 2% | 0% | u | -96*
CN1CCOCCOCCN(C)C(=O)N2CCOCCOCCN(CCOCC2)C1=O | -2% | -13% | 4% | u | 14% | -31
CCOc1cc(/C=N/NC(=O)C(C)Sc2ccccn2)ccc1O (configuration not stated) | -6% | -21% | 0% | 1% | 6% | -10
COCCCN1C(=O)C2C(C(=O)Nc3cccc(Cl)c3)C3C=CC2(O3)C1C(=O)NC1CCCCC1 (configuration not stated) | 4% | 0% | 6% | 2% | 9% | x
COC(=O)c1sccc1NC(=O)CC1C(=O)NCCN1C(=O)c1ccc(C)c(C)c1 (configuration not stated) | 13% | 11% | 4% | -8% | -9% | -3
COc1cc2c(=O)n(CC3CCCO3)c(=O)n(CC(=O)Nc3cccc(Cl)c3)c2cc1OC (configuration not stated) | -9% | 12% | -2% | 1% | -12% | 21
Cc1ccc(NC(=O)C2CCCN(S(=O)(=O)c3cccc4cccnc34)C2)cc1 (configuration not stated) | 5%&-16% | -16% | x | -1%&-4% | -24% | 74&-7
O=C(NNc1ccc(Cl)nn1)c1ccc(Cl)cc1 | 8% | -15% | 0% | 1% | 12% | -15
Cc1oc2cc3oc(=O)c(CCC(=O)N[C@H](C(=O)O)C(C)C)c(C)c3cc2c1C | 0% | -6% | -4% | 2% | 19% | -14
CCOP(=O)(c1ccccc1)C(O)c1ccccc1 (configuration not stated) | -2% | -5% | 3% | u | 5% | 9
C[C@H](CO)N1C[C@H](C)[C@@H](CN(C)Cc2ccccc2)Oc2c(NC(=O)c3ccncc3)cccc2C1=O | x | 67%[activator] | x | x | u | -2
CCCOc1ccc(-c2nc(N)n[nH]2)cc1 | 4% | -13% | 0% | 4% | 9% | 77
CC(=O)Nc1c2c(nn1-c1ccccc1C)CS(=O)C2 (configuration not stated) | 50µM* | -10% | 1% | -8% | 7% | 1
CCOC(=O)C1=C(C)NC(=O)NC1c1ccc(OCC(=O)OC)c(OC)c1 (configuration not stated) | 0% | -9% | -7% | u | 6% | -13
CCCc1cc(=O)[nH]c(SCC(=O)NCCCC(=O)OCC)n1 | 3% | -18% | -5% | 2% | 29% | 33
CC(=O)Nc1ccc(/C=C(\C#N)C(=O)NC2CCCCC2C)cc1 (configuration not stated) | -11% | -11% | 3% | 1% | 2% | 75
CCC(C(=O)Nc1ccc(C)c(C)c1)n1c(=O)c(C(F)(F)F)nc2ccccc21 (configuration not stated) | 15% | x | x | 3% | x | -7
COc1ccc(-c2nnc(N(C)C(=O)c3ccco3)s2)cc1OC | 2% | -20% | 9% | -1% | -6% | 13
Cc1cc(NC(=O)CSc2nnc(-c3cccnc3)n2C2CCCCC2C)no1 (configuration not stated) | 6% | -3% | 0% | -4% | 21% | -18
Cc1cccc(N2CC(C(=O)Nc3nnc(SCc4ccccn4)s3)CC2=O)c1 (configuration not stated) | -4% | -28% | -23% | 0% | 12% | 2
CSCc1cc(N(C)c2ccccc2)nc(-c2ccccn2)n1 | -1% | 14% | 29% | -2% | 2.8µM* | -85*

Remaining list, next part:
compound	Sm TGR inh	AmpC inh no detg	FBPA Giardia inh	AmpC inh detg	HCV inh	HCMV antiviral
O=C(Nc1cccc(-c2cccc(F)c2)c1)C1CCN(C2CCOCC2)CC1	0%	35%	14%	-13%	13µM*	0
O=S(=O)(NCCc1nnc2ccc(SCc3ccccc3Cl)nn12)c1ccccc1	1%	x	x	-1%	x	-16
O=C(CCC(=O)N1CCOc2ccccc21)NCCN1CCOCC1	5%	-40%	3%	-8%	4%	4
COc1cccc(C(=O)c2cn(CC(=O)Nc3cccc(C(F)(F)F)c3)c3nc(C)ccc3c2=O)c1	26%	x	x	6%	x	38
CCSc1nnc(NC(=O)CN2C(=O)NC3(CCCC3)C2=O)s1	0%	-17%	x	-1%	-3%	0
CCCCC(=O)Nc1ccc2nc(SCC(=O)N3CCOCC3)sc2c1	6%	x	x	13%	x	31
COc1ccc(C(=O)N/C(=C/c2cccnc2)C(=O)Nc2cccc(C(C)=O)c2)cc1OC	1%	106%[activator]	4%	2%	-6%	-8
COc1ccc(CCNC(=O)CCc2c(C)c3cc4c(C)c(C)oc4cc3oc2=O)cc1OC	-4%	x	x	11%	x	-37
O=C(Nc1ccc(S(=O)(=O)N(Cc2ccccc2)c2ccccc2)cc1)c1ccc(F)cc1	2%	x	x	23%	x	4
CC[C@@]12C(=O)N(c3cccc(F)c3)C(=O)N1[C@H](c1ccc(F)cc1)[C@@H]1C(=O)N(C3CCCCC3)C(=O)[C@@H]12	2%	137%[activator]	-5%	u	20%	x
COc1cccc(CNC(=O)Nc2cc(C(=O)NCc3cccc(F)c3)ccc2N2CCCC2)c1	5%	x	x	-7%	x	-1
COc1ccc(/C=C(\NC(=O)c2ccc([N+](=O)[O-])cc2)C(=O)NCCCN2CCOCC2)cc1	-4%	9%	1%	-1%	-3%	22
O=C(NCC1COCCO1)c1ccc(OC2CCN(CCc3ccccc3)CC2)cc1 (configuration not stated)	-4%	-11%	5%	1%	10%	38
O=C(N/N=C\c1ccco1)c1cncc(Br)c1	0%	-17%	-26%	4%	13%	56
CSc1cccc(NS(=O)(=O)c2ccc3c(c2)NC(=O)C(C)C(=O)N3)c1 (configuration not stated)	1%	-44%	14%	-8%	12%	1
CCCCc1nc(NCCNC(=O)c2ccccc2)c(C#N)c2c1CSC(C)(C)C2	-25%	-19%	-4%	2%	u	-104*
N#CC(C(=O)NC1CCCCC1)=C1CCCCCC1	-6%	-36%	2%	-3%	23%	-11
O=c1cc(O)nc(-c2ccc(Cl)cc2)s1	-28%	-33%	-11%	3%	29%	-36
Nc1nc(Cl)cc(Sc2ccc(F)cc2)n1	-1%	u	0%	-1%	22%	81
COc1cccc2cc(C(=O)C3=C(O)C(=O)N(CCN4CCOCC4)C3c3cccs3)oc12 (configuration not stated)	-21%	-27%	-10%	-9%	22%	14
Cc1c(Cl)ccc(S(=O)(=O)NCCN2CCOCC2)c1Cl	57%[activator]	-3%	9%	7%	-25%	-4
